TRHR PAM = TRH receptor (human) allosteric enhancement; 0.66% of 360,000 active; enhancement, % at 2 µM; P34981; TRHR cells, fluo-8 calcium fluorescence, EC20 TRH enhancement; AID 493056; in the data active = enhancement above about 30%; note: 0% is about no effect
Target sequence (P34981 whole entry, looked up): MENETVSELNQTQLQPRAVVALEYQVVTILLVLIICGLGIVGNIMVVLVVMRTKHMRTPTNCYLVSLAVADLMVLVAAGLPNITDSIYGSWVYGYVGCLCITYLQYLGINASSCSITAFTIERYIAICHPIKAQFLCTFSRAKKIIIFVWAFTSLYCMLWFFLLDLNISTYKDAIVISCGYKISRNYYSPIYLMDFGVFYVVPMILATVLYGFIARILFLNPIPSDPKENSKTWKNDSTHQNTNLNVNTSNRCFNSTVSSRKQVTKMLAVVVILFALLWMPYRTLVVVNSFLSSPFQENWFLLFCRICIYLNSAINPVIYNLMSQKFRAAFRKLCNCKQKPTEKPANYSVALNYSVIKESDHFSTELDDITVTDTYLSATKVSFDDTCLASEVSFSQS
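Enhancer read-out: after compound pinning and an initial kinetic agonist-mode read, an EC20 of TRH (10 nM final) was injected and fluo-8 calcium signal (Ex 480/Em 530) followed at 1 s/cycle for 100 cycles in TRHR-expressing cells.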
D2 potentiator = positive allosteric modulators of human D2 dopamine receptor. potentiation, % at 10 µM. P14416. HEK293 T-REx D2, calcium flux, EC20 dopamine potentiation. 0.34% of 340,000 active;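 active = potentiation over 3 SD above the plate norm, cut at about 30% in these data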; note: 0% is about no effect
Target sequence (P14416 whole entry, looked up): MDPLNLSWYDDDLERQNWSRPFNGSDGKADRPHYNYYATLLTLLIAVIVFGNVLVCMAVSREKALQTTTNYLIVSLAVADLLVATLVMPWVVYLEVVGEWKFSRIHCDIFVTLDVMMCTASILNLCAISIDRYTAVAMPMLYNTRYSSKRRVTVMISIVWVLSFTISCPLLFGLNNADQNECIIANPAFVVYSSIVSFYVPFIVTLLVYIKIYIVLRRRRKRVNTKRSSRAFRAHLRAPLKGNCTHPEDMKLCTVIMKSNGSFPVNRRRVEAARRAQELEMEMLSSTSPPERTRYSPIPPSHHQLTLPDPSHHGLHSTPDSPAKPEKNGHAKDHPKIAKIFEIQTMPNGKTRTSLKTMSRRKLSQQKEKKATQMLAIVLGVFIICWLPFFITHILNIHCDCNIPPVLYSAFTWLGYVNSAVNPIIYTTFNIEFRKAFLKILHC
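Using a no-wash calcium dye in inducible, force-coupled HEK293 Trex cells expressing D2, we tracked fluorescence each second for 180 s after compound, then for 180 s after EC20 dopamine to detect augmented signalling.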
D1 PAM = potentiators of human D1 dopamine receptor; HEK293 TREx D1 cells, calcium flux, dopamine EC20 potentiation; 0.036% of 360,000 active; potentiation, % at 10 µM; AID 504651; P21728; in the data active = potentiation above about 30%; note: 0% is about no effect
D1 antag = human D1 dopamine receptor antagonism. activity change, negative = inhibition, % at 10 µM. HEK293 TREx D1 cells, calcium flux, dopamine EC80; active compounds read low. 3.2% of 360,000 active; in the data active = activity change below about -30%; note: % is set by controls: 0 for no effect and ±100 for the full control effect
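Compound effects on dopamine-evoked calcium signalling were measured in tetracycline-induced HEK293 Trex D1 cells. Dopamine at EC80 followed a 180 s compound pre-read, and fluorescence was tracked kinetically for 180 s more.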
TRHR ag = activates the human TRH receptor; P34981; TRHR cells, calcium flux fluo-8, FDSS agonist mode; activation, % at 2 µM; 0.18% of 360,000 active; AID 493084; note: 0% is about no effect
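In this calcium-flux screen, cells bearing human TRHR are dye-loaded with fluo-8, baselined for 10 cycles, then exposed to library compounds; positive kinetic calcium responses during the agonist phase mark hits, with TRH as control.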
RXFP1 antag = blocks the human relaxin receptor RXFP1. HEK293-RXFP1, relaxin-stimulated cAMP HTRF, 30 min; active compounds read low. activity change, negative = inhibition, % at 57.5 µM. 0.59% of 350,000 active. AID 1259400;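 active = activity change of -60% or lower, but not beyond a set lower limit; inconclusive = change between -60% and -40%, or beyond the set limit; inactive = change above -40%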; note: % is set by controls: 0 for no effect and ±100 for the full control effect
D1 ag = agonists of human D1 dopamine receptor. P21728. HEK293 T-REx D1 cells, calcium flux, agonist mode. activation, % at 2 µM. 1% of 360,000 active; note: 0% is about no effect
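Tetracycline-induced HEK293 TREx D1 cells, force-coupled to calcium signalling, were dye-loaded with a no-wash calcium kit. Compound was pin-added after a 10 s baseline. Fluorescence was read kinetically at 1 cycle/s for 180 s, with calcium rises flagged as agonism.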
D2 ag = activates the human D2 dopamine receptor | HEK293 T-REx D2 cells, calcium flux agonist mode | activation, % at 2 µM | 0.53% of 340,000 active | AID 485358;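 active = activation over 3 SD above normal in the single-dose calcium agonist read, cut at about 30% in these data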; note: 0% is about no effect
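Tetracycline-induced HEK293 T-REx cells with force-coupled D2 receptor, plated overnight at 30 C, loaded with no-wash calcium dye. After a 10 s baseline, compound was pin-added and calcium flux read kinetically for 180 s; calcium rises flagged agonists.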
D2 antagonist = antagonizes the human D2 dopamine receptor | P14416 | AID 485344 | 2% of 340,000 active | inhibition, % at 10 µM | HEK293 TREx D2 cells, calcium flux, dopamine EC80; in the data active = inhibition above about 30%; note: 0% is about no effect
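In this primary screen, negative modulation is detected by tracking calcium flux after an EC80 dopamine challenge in inducible HEK293 T-REx D2 cells preexposed to test compound for 180 s.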
The depositor's hits bear a star. Cut-off read from the data, not from the text of the source, unless noted: active = activation above about 30%; inactive = the rest.

How did Cc1cc(=O)nc2c3ccccc3n(C(C)C(=O)Nc3c(F)c(F)c(F)c(F)c3F)n12 (stereo not drawn) do in these assays?
TRHR PAM: -1; D2 potentiator: 4; D1 PAM: -14; D1 antag: -21; TRHR ag: -0.1; RXFP1 antag: 0; D1 ag: 0; D2 ag: 0.3; D2 antagonist: 45*

Results for Cc1ccc(C)n1-c1c(C(=O)NCCCN2CCN(c3ccc(F)cc3)CC2)sc2ncccc12 ?
TRHR PAM: 2; D2 potentiator: -27; D1 PAM: -5; D1 antag: -56*; TRHR ag: -0.9; RXFP1 antag: -15; D1 ag: 1

What do the screens show for `Cn1c(=O)c2c(ncn2CC(=O)N2CCN(S(=O)(=O)c3ccc(Cl)cc3)CC2)n(C)c1=O`?
TRHR PAM: 1; D2 potentiator: 1; D1 PAM: 1; D1 antag: 4; TRHR ag: -0.1; RXFP1 antag: -4; D1 ag: 3; D2 ag: 0.5; D2 antagonist: 10

Results for CCCCC1=CC2=CC(=O)C(C)(OC(=O)CC)C(=O)C2=CN1CCOC (stereo not drawn) ?
TRHR PAM: 0; D1 PAM: -7; D1 antag: 4; TRHR ag: -0.1; D1 ag: 3

What do the screens show for `CCOC(=O)C1CCCN(C(=O)c2cccc(S(=O)(=O)N(Cc3ccccc3)c3ccccc3OC)c2)C1` (stereo not drawn)?
TRHR PAM: -3; D2 potentiator: 11; D1 PAM: -5; D1 antag: -6; TRHR ag: 0.2; RXFP1 antag: -7; D1 ag: 3; D2 ag: -1.4; D2 antagonist: -17

Results for CN(C)c1cccc(C(=O)NC2CCCc3ccccc32)c1 (stereo not drawn) ?
TRHR PAM: -3; D1 PAM: -5; D1 antag: 7; TRHR ag: -1.0; RXFP1 antag: -11; D1 ag: 3; D2 ag: -2.2; D2 antagonist: -12

What do the screens show for `Cc1cc(C)cc(NC(=S)N2C3CCCC2CC(NC(=O)C2CC2)C3)c1` (stereo not drawn)?
TRHR PAM: 1; D2 potentiator: 1; D1 PAM: -5; D1 antag: 6; TRHR ag: 0.0; RXFP1 antag: 5; D1 ag: 3; D2 ag: -0.1; D2 antagonist: 5

Results for CN(c1ccc(C(=O)N2CCN(Cc3ccc4c(c3)OCO4)CC2)cc1)S(C)(=O)=O ?
TRHR PAM: -1; D2 potentiator: -2; D1 PAM: -4; D1 antag: -6; TRHR ag: -0.3; RXFP1 antag: 2; D1 ag: 1; D2 ag: -0.7; D2 antagonist: 30

Results for CC(NS(=O)(=O)c1ccc(Br)cc1)C(=O)NCc1ccco1 (stereo not drawn) ?
TRHR PAM: -7; D1 PAM: 3; D1 antag: 20; TRHR ag: -0.2; RXFP1 antag: -16; D1 ag: 2

What do the screens show for `Cc1nc(Nc2ccccc2)sc1-c1ccccc1`?
TRHR PAM: 4; D2 potentiator: 2; D1 PAM: 2; D1 antag: 10; TRHR ag: 0.2; RXFP1 antag: inconclusive; D1 ag: 3; D2 ag: -0.1; D2 antagonist: -18

What do the screens show for `O=Cc1c[nH]c2cccc(OCc3ccccc3)c12`?
TRHR PAM: 4; D2 potentiator: -12; D1 PAM: -3; D1 antag: -18; TRHR ag: 0.3; RXFP1 antag: -33; D1 ag: 1; D2 ag: 0.6; D2 antagonist: -13

Results for COc1cccc(NC(=O)CC(C)=O)c1 ?
TRHR PAM: -6; D2 potentiator: -6; D1 PAM: -5; D1 antag: -4; TRHR ag: 0.3; RXFP1 antag: 5; D1 ag: 2; D2 ag: -0.2; D2 antagonist: -10

How did Cc1ccc(Sc2ccc(/C=N/O)cc2[N+](=O)[O-])cc1 do in these assays?
TRHR PAM: 1; D2 potentiator: 3; D1 PAM: -7; D1 antag: -19; TRHR ag: -0.1; RXFP1 antag: -7; D1 ag: 2; D2 ag: 0.7; D2 antagonist: -4

How did CCO[C@H]1OC(C(=O)N2CCOCC2)=C[C@@H](c2cn(C(C)=O)c3ccccc23)[C@@H]1CCCO do in these assays?
TRHR PAM: 12; D2 potentiator: -13; D1 PAM: -2; D1 antag: 12; TRHR ag: -0.1; D1 ag: -3; D2 ag: -0.1; D2 antagonist: 6

What do the screens show for `CN(C)S(=O)(=O)c1cccc(NC(=O)CCNC(=O)c2ccccc2Cl)c1`?
TRHR PAM: -6; D2 potentiator: 7; D1 PAM: 6; D1 antag: 7; TRHR ag: 0.1; RXFP1 antag: 5; D1 ag: 6; D2 ag: -0.3; D2 antagonist: 6

By substructure, the compounds so far with an aryl methoxy group (2)
What do the screens show for `CCOC(=O)C1CCCN(C(=O)c2cccc(S(=O)(=O)N(Cc3ccccc3)c3ccccc3OC)c2)C1` (stereo not drawn)?
TRHR PAM: -3; D2 potentiator: 11; D1 PAM: -5; D1 antag: -6; TRHR ag: 0.2; RXFP1 antag: -7; D1 ag: 3; D2 ag: -1.4; D2 antagonist: -17

Results for COc1cccc(NC(=O)CC(C)=O)c1 ?
TRHR PAM: -6; D2 potentiator: -6; D1 PAM: -5; D1 antag: -4; TRHR ag: 0.3; RXFP1 antag: 5; D1 ag: 2; D2 ag: -0.2; D2 antagonist: -10

Additional structures
How did O=S(=O)(c1ccccc1)N1CCn2c(nc3ccccc32)C1 do in these assays?
TRHR PAM: 4; D2 potentiator: -10; D1 antag: -9; TRHR ag: -0.5; RXFP1 antag: -4; D1 ag: 1; D2 ag: -0.2; D2 antagonist: 25

What do the screens show for `C=Cc1ccc(CSc2nc(-c3ccc(OC)cc3)nc3c2Cc2c(CO)cnc(C)c2O3)cc1`?
TRHR PAM: 0; D2 potentiator: 1; D1 PAM: -1; D1 antag: 4; TRHR ag: 0.1; RXFP1 antag: -20; D1 ag: 2; D2 ag: 0.3

How did C=CCN1C=C2C(=O)C(C)(OC(=O)CCC(=O)OC)C(=O)C=C2C=C1C1CC1 (stereo not drawn) do in these assays?
TRHR PAM: -6; D2 potentiator: 16; D1 PAM: 1; D1 antag: -9; TRHR ag: -0.2; D1 ag: 6; D2 ag: 0.5; D2 antagonist: 25

How did O=C1C2CC=CCC2C(=O)N1c1ccc(NCCc2ccccc2F)c([N+](=O)[O-])c1 (stereo not drawn) do in these assays?
TRHR PAM: 1; D2 potentiator: -5; D1 PAM: -1; D1 antag: 13; TRHR ag: 0.0; RXFP1 antag: 0; D1 ag: 2; D2 ag: 0.8; D2 antagonist: -8

Results for O=C(Cc1c(Cl)cccc1Cl)OCC(=O)N1CCc2ccccc2C1 ?
TRHR PAM: 2; D2 potentiator: 9; D1 PAM: -6; D1 antag: 23; TRHR ag: 0.1; RXFP1 antag: -4; D1 ag: 3; D2 ag: -1.1; D2 antagonist: -6

How did CN(CC1CCCN(CCc2ccc(Cl)cc2)C1)C(=O)c1ccoc1 (stereo not drawn) do in these assays?
TRHR PAM: -3; D2 potentiator: -11; D1 PAM: -12; D1 antag: -4; TRHR ag: -0.5; RXFP1 antag: -9; D1 ag: 4; D2 ag: -0.2; D2 antagonist: 24

How did O=C(NCCC(c1ccccc1)c1ccccc1)c1cccs1 do in these assays?
TRHR PAM: -5; D2 potentiator: -25; D1 PAM: -4; D1 antag: -9; TRHR ag: -1.7; RXFP1 antag: -12; D1 ag: 2; D2 ag: -0.7; D2 antagonist: -19

How did CCC(C)c1ccc(OCC(=O)Nc2ccc(-c3nc4ncccc4o3)cc2)cc1 (stereo not drawn) do in these assays?
TRHR PAM: 6; D2 potentiator: 0; D1 PAM: 4; D1 antag: 16; TRHR ag: -0.6; RXFP1 antag: -10; D1 ag: 1; D2 ag: 0.1

What do the screens show for `COc1ccc2nc(SCC(=O)Nc3nonc3C)[nH]c2c1`?
TRHR PAM: 5; D1 PAM: -6; D1 antag: -7; TRHR ag: 0.0; RXFP1 antag: -11; D1 ag: 1

Results for Cc1ccc(C2Nc3cc(C)c(C)cc3-n3c(-c4ccccc4)c4c(=O)n(C)c(=O)n(C)c4c32)o1 (stereo not drawn) ?
TRHR PAM: 4; D2 potentiator: -2; D1 PAM: -2; D1 antag: 20; TRHR ag: -0.1; RXFP1 antag: -9; D1 ag: -1; D2 ag: 2.2

What do the screens show for `C=CCOc1ccc(CN(C)CC(O)COc2cccc3ccccc23)cc1` (stereo not drawn)?
TRHR PAM: 0; D1 PAM: -4; D1 antag: 11; TRHR ag: 1.4; RXFP1 antag: -40; D1 ag: 13

How did Cc1nncn1-c1ccc(C(=O)Nc2cc(F)ccc2F)cc1 do in these assays?
TRHR PAM: -18; D2 potentiator: 3; D1 PAM: -4; D1 antag: 2; TRHR ag: 0.9; RXFP1 antag: -5; D1 ag: 0; D2 ag: 0.5

Results for CCOC(=O)c1cnn(-c2ccc(C)cc2)c1N ?
TRHR PAM: 21; D2 potentiator: 2; D1 PAM: -1; D1 antag: 5; TRHR ag: -0.5; RXFP1 antag: -3; D1 ag: 3; D2 ag: -0.1; D2 antagonist: 15

How did CC(NC(=O)Cn1c(-c2cccs2)cc2cc(F)ccc21)c1ccccc1 (stereo not drawn) do in these assays?
TRHR PAM: 10; D2 potentiator: -4; D1 PAM: -3; D1 antag: -15; TRHR ag: 0.1; RXFP1 antag: -1; D1 ag: 0; D2 ag: -0.4

How did CCOC(=O)Cc1cc(=O)[nH]c(/N=C(\N)Nc2ccc(C)c(C)c2)n1 do in these assays?
TRHR PAM: 1; D2 potentiator: 2; D1 PAM: -7; D1 antag: -44*; TRHR ag: -0.1; RXFP1 antag: -7; D1 ag: 4; D2 ag: 1.6; D2 antagonist: 0

Results for O=C(Cc1ccccc1)NCC(=O)OCC(=O)c1ccc(Cl)c([N+](=O)[O-])c1 ?
TRHR PAM: -1; D2 potentiator: -1; D1 PAM: -9; D1 antag: -3; TRHR ag: -0.5; RXFP1 antag: 7; D1 ag: 1; D2 ag: 0.0; D2 antagonist: -6

How did COc1ccccc1CNS(=O)(=O)c1cc(Br)cc2c1N(C(C)=O)C(C)C2 (stereo not drawn) do in these assays?
TRHR PAM: 2; D2 potentiator: -3; D1 PAM: 0; D1 antag: 7; TRHR ag: -0.2; D1 ag: 3; D2 ag: -0.5

What do the screens show for `CC(C)(C)SCCNC(=O)c1ccc(Cl)c([N+](=O)[O-])c1`?
TRHR PAM: -3; D2 potentiator: -3; D1 PAM: 2; D1 antag: -1; TRHR ag: -0.7; RXFP1 antag: 1; D1 ag: 22; D2 ag: -0.2; D2 antagonist: 4

How did CC(C)Oc1ccc(C(=O)N2CCN(c3nc4c(F)cc(F)cc4s3)CC2)cc1 do in these assays?
TRHR PAM: -2; D2 potentiator: 14; D1 PAM: -2; TRHR ag: -0.6; D1 ag: -1

Among those listed so far, these have bromine:
Results for CC(NS(=O)(=O)c1ccc(Br)cc1)C(=O)NCc1ccco1 (stereo not drawn) ?
TRHR PAM: -7; D1 PAM: 3; D1 antag: 20; TRHR ag: -0.2; RXFP1 antag: -16; D1 ag: 2

How did COc1ccccc1CNS(=O)(=O)c1cc(Br)cc2c1N(C(C)=O)C(C)C2 (stereo not drawn) do in these assays?
TRHR PAM: 2; D2 potentiator: -3; D1 PAM: 0; D1 antag: 7; TRHR ag: -0.2; D1 ag: 3; D2 ag: -0.5

Assay outcomes from PubChem BioAssay.
